IL1B NFkB inh = blocks IL-1B driven NFkB nuclear translocation in HUVEC cells; HUVEC IL-1B NFkB p65 nuclear translocation imaging; inhibition, % at 2 µM; actives 0.43% (n = 94,000); AID 796;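 active means inhibition above about 30% together with a positive call from visual inspection of the well image, limit read from the data; inconclusive means inhibition above a set limit but visual check negative; inactive means inhibition not above a set limit, visual check negative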;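 further: nuclear over cytoplasmic p65 intensity ratio measured by imaging; 0% = IL-1B stimulated DMSO wells and 100% = unstimulated DMSO wells; values of inactives mirror those of a sister screen read the other way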
NFkB transloc pot = enhances IL-1B driven NFkB nuclear translocation; HUVEC IL-1B NFkB p65 nuclear translocation imaging; activation, % at 2 µM; actives 0.3% (n = 94,000); AID 819;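 active means activation above 40%, about the mean plus 3 SD, also judged a hit on visual image review; inconclusive means activation above 40% but not a hit on visual review; inactive means activation not above 40% and no visual hit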;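 further: percent activation is computed from the nuclear over cytoplasmic p65 intensity ratio; values of inactives mirror those of a sister screen read the other way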
PLAP inhibition = inhibition of human placental alkaline phosphatase – biochemical, luminescence, HTS (AID 690); purified PLAP, luminescent substrate; higher % means a stronger effect; inhibition, % at 20 µM; hits with a dose series show IC50 in µM; actives 0.08% (n = 96,000); in the data active means a potency from the dose series; inactive means the rest, 99 in 100 with inhibition below about 30%; further: strong numbers were not always called active
MRP resist rev = MRP-mediated drug resistance reversal; H69AR cells + 2 uM doxorubicin, CellTiter-Glo, 72 h; actives 0.04% (n = 85,000); differential viability (reversal), % at 10 µM;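 active means viability drop by adding the cancer drug above about 55%, with treated viability meeting a 40% cutoff, limit read from the data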;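 further: viability without doxorubicin minus viability with 2 µM doxorubicin for each compound; larger differential means the compound sensitizes cells more to doxorubicin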
Bcl-B TR3 displacers = displacers of TR3 peptide from Bcl-B, primary screen, selectivity assay for Bfl-1 inhibitor project, biochemical, fluorescence polarization | displacement, % at 20 µM; hits with a dose series show IC50 in µM | FP displacement of FITC-TR3 peptide from Bcl-B; higher % means a stronger effect | actives 0.11% (n = 96,000);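 active means displacement above 50% at 20 µM plus a fluorescence interference ratio under 1.5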;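 further: plate controls were wells without compound for no effect and wells lacking Bcl-B protein for full effect; a part of the inactive calls stands beside numbers as strong as those of hits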
MRP resist rev cytotoxicity = further read-out of MRP resist rev, marked with its call; viability, %; H69AR cells, CellTiter-Glo, 72 h; measured here: cytotoxicity without doxorubicin
MRP resist rev with doxorubicin = further read-out of MRP resist rev, marked with its call; viability, %; measured here: viability with 2 uM doxorubicin; stronger effect = lower value
IL1B NFkB inh cell count 2 µM = recorded beside IL1B NFkB inh, whose call it bears; cell count; measured here: cells passing quality filter;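 raw number of nuclei counted in each imaged well without normalization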
NFkB transloc pot cell count 2 µM = also measured in NFkB transloc pot; calls as there; cell count; measured here: cells passing quality filter
* hit, by the source's call; ? = inconclusive; · = no result given. These rows are one share of the data; rates above refer to the full screens.

SMILES	IL1B NFkB inh	IL1B NFkB inh cell count 2 µM	NFkB transloc pot	NFkB transloc pot cell count 2 µM	PLAP inhibition	MRP resist rev	MRP resist rev cytotoxicity	MRP resist rev with doxorubicin	Bcl-B TR3 displacers
OC(COc1ccc2c(c1)OCO2)CN1CCc2ccccc2C1 (configuration not stated)	-2	193	2	193	0%	7	81	74	8%
Cc1cc(C)c(NC(=O)CCCOC(=O)C2=COCCO2)c(C)c1	-13	126	13	126	-53%	-4	90	94	3%
O=S(=O)(c1cccc(F)c1)N1CCN(Cc2ccc3c(c2)OCO3)CC1	2	43	-2	43	-3%	18	96	79	12%
COc1cc(CNCCc2ccc(F)cc2)ccc1OCc1ccc(Cl)nc1	-3	128	3	128	-51%	·	·	·	-19%
Cc1ccc(C(=O)CNc2ccc(Br)cc2)cc1	5	131	-5	131	19%	·	·	·	-1%
Cc1cccc(NC(=O)CCNS(=O)(=O)c2cccc3nsnc23)c1	·	·	·	·	27%	20	105	85	-11%
O=C(c1ccccc1CCc1ccccc1)N1CCOCC1	-8	108	8	108	-24%	27	96	69	-2%
CCN1CCN(C(=O)CSc2cc(=O)n(CC)c3ccccc23)CC1	6	101	-5	101	-7%	29	109	79	0%
O=C(O)c1ccccc1NC(=S)NC(NC(=O)c1ccccc1[N+](=O)[O-])C(Cl)(Cl)Cl (configuration not stated)	-16	119	16	119	-8%	·	·	·	-8%
CCOc1ccc(-c2cc(CCCC(=O)NCCc3ccc(OC)c(OC)c3OC)no2)cc1	3	157	-3	157	10%	·	·	·	-9%
COC(=O)C1=C(CN2CCCc3ccccc32)NC(=O)NC1c1ccc(F)cc1 (configuration not stated)	·	·	·	·	2%	0	81	81	-2%
CCCCNC(=O)C1CCN(Cc2ccc(OCc3ccccc3)cc2)CC1	1	120	-1	120	·	-10	64	74	·
C/C(CC(=O)Nc1ccccc1C)=N\NC(=O)Cc1csc(N)n1	6	181	-6	181	-21%	·	·	·	0%
COc1ccc(S(=O)(=O)NCc2ccco2)cc1-c1nnc2c3ccccc3c(C)nn12	-1	108	1	108	15%	11	94	82	-3%
CCc1c(C#N)c(N)nc(SCC(=O)OCc2ccccc2)c1C#N	9	116	-9	116	14%	-17	91	108	-27%
COc1ccc(S(=O)(=O)Nc2ccc3c(c2)OCCO3)cc1Cl	-7	133	7	133	-13%	6	91	85	0%
Cc1ccc(NC(=O)N(C2=NCC(C)S2)c2ccccc2)cc1 (configuration not stated)	7	170	-7	170	·	-4	82	86	·
CCCCC(=O)NC(NC(=S)N1CCOCC1)C(Cl)(Cl)Cl (configuration not stated)	-14	153	-3	72	8%	9	104	95	2%
COC(=O)CSc1nnc([C@H](Cc2ccccc2)NC(=O)OC(C)(C)C)o1	6	171	-6	171	-21%	10	98	88	-9%
Cc1ccccc1NC(=O)CSc1nc(Nc2ccccc2)nc(N2CCOCC2)n1	-1	111	1	111	20%	3	73	69	-2%
Cc1cc2nnc(SC(C)C)n2c2ccccc12	-6	147	6	147	·	-8	70	79	·
O=C(N/N=C/c1c[nH]c2ccccc12)c1cc(-c2ccc(-c3ccccc3)cc2)n[nH]1	5	109	-5	109	-10%	·	·	·	4%
O=C(NC1CCCCC1)c1ccc(Br)o1	10	105	-10	105	-12%	5	102	97	20%
CCCn1c(SCC(=O)c2ccc3c(c2)OCCO3)nc2c1c(=O)n(C)c(=O)n2C	·	·	·	·	-67%	-9	86	95	-6%
CCOC(=O)N1CCN(c2nc(-c3ccco3)cc(C(F)(F)F)n2)CC1	-7	149	7	149	-4%	5	89	84	0%
CN(C)S(=O)(=O)c1ccc(C(=O)Nc2ccccc2OC(F)(F)C(F)F)cc1	0	126	0	126	-10%	16	94	77	-7%
O=C(Nc1nnc(-c2ccc3c(c2)CCCC3)o1)C1COc2ccccc2O1 (configuration not stated)	11	171	-11	171	-41%	-9	70	79	2%
CCNc1nc(N)nc(Oc2ccc(OCCOc3ccc(Cl)cc3Cl)nn2)n1	-14	131	14	131	-7%	7	85	78	-1%
CC(C)COc1ccc(CNC(=S)NCc2ccccc2)cc1	-21	182	21	182	18%	·	·	·	-9%
CCc1nc2ccccc2c(C(=O)OCC(=O)NCCCN2CCCC2=O)c1C	-1	132	1	132	-83%	-38	48	85	1%

A few values from above.
CCc1nc2ccccc2c(C(=O)OCC(=O)NCCCN2CCCC2=O)c1C @ MRP resist rev: -38
CN(C)S(=O)(=O)c1ccc(C(=O)Nc2ccccc2OC(F)(F)C(F)F)cc1 @ IL1B NFkB inh: 0

Other entries follow.
SMILES	IL1B NFkB inh	IL1B NFkB inh cell count 2 µM	NFkB transloc pot	NFkB transloc pot cell count 2 µM	PLAP inhibition	MRP resist rev	MRP resist rev cytotoxicity	MRP resist rev with doxorubicin	Bcl-B TR3 displacers
COc1ccc(-c2nnc(SC(C)C(=O)Nc3nccs3)n2Cc2ccccc2)cc1OC (configuration not stated)	5	151	-5	151	-87%	-6	77	83	20%
C=C(C)Cn1c(SCC(=O)O)nc2c1c(=O)[nH]c(=O)n2C	15	172	-15	172	-6%	-3	98	101	0%
N#CC1=C(N)SC(N)=C(C#N)C1CCc1ccccc1	-14	129	14	129	-23%	0	86	86	-41%
Cc1cc2n(n1)SC(Nc1ccccc1)N2 (configuration not stated)	-1	199	1	199	0%	12	102	89	-2%
O=C(c1ccc(S(=O)(=O)N2CCOCC2)cc1)N1CCCc2ccccc21	-14	173	14	173	-12%	0	81	81	1%
Cc1ccnc(NC(=O)CCC2COc3ccccc3O2)c1 (configuration not stated)	16	33	-16	33	22%	3	101	98	-4%
COc1ccc(/C(CC2(O)C(=O)Nc3ccccc32)=N\O)cc1 (configuration not stated)	·	·	·	·	2%	4	100	96	0%
Cc1cc2nncn2c2ccccc12	-2	199	1	199	-25%	-12	80	92	2%
CC1(C)OC(=O)N(c2ccccc2)C12C=Cc1cc(Br)ccc1O2 (configuration not stated)	-1	127	1	127	-10%	-30	18	48	-8%
CCCc1[nH]nc2c1C(c1cccc(OC)c1)C(C#N)=C(N)O2 (configuration not stated)	17	160	-17	160	-46%	2	79	77	-3%

Ordered by value in NFkB transloc pot cell count 2 µM (smallest number first): six from the list above
mol	NFkB transloc pot cell count 2 µM
Cc1ccnc(NC(=O)CCC2COc3ccccc3O2)c1 (configuration not stated)	33
COc1ccc(-c2nnc(SC(C)C(=O)Nc3nccs3)n2Cc2ccccc2)cc1OC (configuration not stated)	151
CCCc1[nH]nc2c1C(c1cccc(OC)c1)C(C#N)=C(N)O2 (configuration not stated)	160
C=C(C)Cn1c(SCC(=O)O)nc2c1c(=O)[nH]c(=O)n2C	172
O=C(c1ccc(S(=O)(=O)N2CCOCC2)cc1)N1CCCc2ccccc21	173
Cc1cc2n(n1)SC(Nc1ccccc1)N2 (configuration not stated)	199

The list goes on:
SMILES	IL1B NFkB inh	IL1B NFkB inh cell count 2 µM	NFkB transloc pot	NFkB transloc pot cell count 2 µM	PLAP inhibition	MRP resist rev	MRP resist rev cytotoxicity	MRP resist rev with doxorubicin	Bcl-B TR3 displacers
Cn1c(COc2ccccc2)nnc1SCC(=O)c1cccc([N+](=O)[O-])c1	-13	94	13	94	2%	·	·	·	-12%
CC(C)n1nnnc1SCC(=O)Nc1ccc2c(c1)OCO2	21	77	-21	77	·	2	86	84	·
C=CCNC(=O)C1CC(=O)N(c2ccc(Br)cc2)C1 (configuration not stated)	-18	166	18	166	8%	12	111	99	-8%
CCOc1cc(C2C(C#N)=C(N)Oc3n[nH]c(CC)c32)ccc1OCCN1CCOCC1 (configuration not stated)	1	151	-1	151	·	5	89	83	·
Cc1nn(-c2ccccc2)c2c1C(c1ccc(F)cc1F)C(C#N)=C(N)O2 (configuration not stated)	-12	116	12	116	-4%	5	85	79	-2%
CN(c1ccc(OCC(=O)N2CCC(C(N)=O)CC2)cc1)S(=O)(=O)c1cccs1	-24	157	24	157	6%	·	·	·	-5%
CCOc1cc(N2CCOCC2)c(OCC)cc1NS(=O)(=O)c1ccc(Cl)s1	-12	203	12	203	-2%	-46	20	66	-14%
CCOC(=O)c1c(C)n(C)c2ccc(OCC(N)=O)cc12	-16	90	16	90	9%	·	·	·	5%
CCOC(=O)c1cnc2c(Cl)c(Cl)ccc2c1N1CCN(C)CC1	-4	91	4	91	-47%	27	42	15	-2%
CCOC(=O)CSc1nc(CC)nc2ccccc12	·	·	·	·	6%	7	105	98	13%
CC(C)OC(=O)c1ccc(NC(=O)C2C3CC4OC(=O)C2C4C3)cc1 (configuration not stated)	-4	47	4	47	·	-8	91	99	·
CC(C)N(C(=O)c1ccc2nc3c4ccccc4c4ccccc4c3nc2c1)C(C)C	-20	122	20	122	·	5	91	86	·
COC(=O)c1ccc2c(=O)n(CCCCCC(=O)N3CCN(c4ccc(F)cc4)CC3)c(=O)[nH]c2c1	-19	171	19	171	9%	-1	81	82	5%
O/N=C/c1ccc(OCC(O)COc2ccc(/C=N/O)cc2)cc1	7	83	-7	83	15%	-1	44	46	0%
CC(=O)/C(C#N)=C1\NC(=O)C(Cc2ccccc2Cl)S1 (configuration not stated)	-13	122	13	122	·	3	97	93	0%
COc1ccc(Cl)cc1NC(=O)CCN1CCN(c2ccccc2C)CC1	6	98	-6	98	0%	·	·	·	-6%
CC(=O)Nc1ccccc1NC(=O)CN(C)S(=O)(=O)c1ccc(C)cc1	-2	149	2	149	-12%	-2	99	101	3%
COc1ccc(N(CC(=O)NCc2ccccc2)S(=O)(=O)c2c(C)noc2C)cc1	-49	134	?	·	15%	3	66	63	-4%
Cn1c(CSc2ncn[nH]2)nc2ccccc21	-14	118	14	118	-184%	-18	91	109	-6%
Cc1cc2c3c(c1C)C1(C(=O)N3C(C)(C)CC2C)C(C#N)=C(N)Oc2n[nH]c(C)c21 (configuration not stated)	2	152	-2	152	-19%	-18	92	110	-3%
CCCc1nc(N2CCOCC2)c2sc(=S)n(-c3ccccc3)c2n1	-18	70	18	70	14%	·	·	·	-1%
Cc1nn2c(-c3ccc(Cl)cc3)ccnc2c1-c1ccccc1	-7	123	7	123	1%	·	·	·	-26%
N#Cc1nc(-c2cccs2)oc1NCCCN1CCOCC1	-1	162	1	162	-19%	6	89	83	1%
c1ccc(OCCCn2nnc(-c3ccncc3)n2)cc1	6	145	-6	145	·	18	87	69	·
CCOC(=O)c1c(C)nc(-c2ccccc2)nc1NC(=O)CC	9	93	-9	93	-5%	5	91	86	9%
C(/C=C/C=C/Nc1ccccc1)=Nc1ccccc1	-14	113	14	113	18%	-1	90	91	-364%
COc1ccc(-c2cc3nc4c(c(=O)n3[nH]2)CCC4)cc1	-30	128	30	128	-71%	12	95	83	-6%
Cc1cccc(NC(=O)c2ccc([N+](=O)[O-])o2)n1	5	87	-5	87	6%	·	·	·	-4%
CN1CCN(c2ccc([N+](=O)[O-])cc2NC(=O)c2ccccc2)CC1	4	127	-4	127	6%	·	·	·	-1%
Cc1ccc(N=C(c2cccs2)N2CCOCC2)cc1	1	113	-1	113	-38%	14	92	78	-6%
O=C(CCC1CCCCC1)NCc1ccncc1	0	108	0	108	4%	9	98	89	-6%
CC(C)(C)c1cc(S(=O)(=O)CCc2ccccn2)cc(C(C)(C)C)c1F	-10	157	10	157	-55%	-10	41	50	13%
Cc1nc(SCC(=O)Nc2c(C)n(C)n(-c3ccccc3)c2=O)[nH]c(=O)c1Cc1ccccc1	-21	92	21	92	-75%	-5	91	96	1%
COc1cnn(-c2ccccc2)c(=O)c1SCc1ccc(Cl)c(Cl)c1	·	·	·	·	22%	·	·	·	2%
Cc1ccc2nc3c(cc2c1)c(NS(=O)(=O)c1ccccc1)nn3CC(C)C	-16	169	16	169	-24%	·	·	·	-1%

Source: PubChem BioAssay (several laboratories)
